Screening results as filed in PubChem.
Texas Red fluor: compounds fluorescent in Texas Red spectral region; 0.06% of 59,000 active; AID 587; max dye-equivalent concentration, M; Compound fluorescence, Texas Red channel, 547/618 nm; hits give high values; in the data active = max dye-equivalent concentration above about 10 nM; inconclusive = between about 1.1 nM and that limit
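Compound fluorescence was read after 15 min at room temperature in 100 mM Tris, pH 8.0, using 547 nm excitation and 618 nm emission across a concentration series. It was expressed as Texas Red dye-equivalent concentration from an on-plate standard curve.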
DNA Pol III inh: blocks replication by bacterial DNA polymerase III holoenzyme | reconstituted DNA polymerase III holoenzyme replication, biochemical | Potency, µM (top dose mostly 57.1 µM), inactives show at the highest dose activity change, negative = inhibition | 0.25% of 71,000 active; note: potency is the fitted concentration of half-maximal effect; % is set by controls: 0 for no effect and ±100 for the full control effect
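Reconstituted *E. coli* holoenzyme (0.35 nM Pol III, 1 nM beta, 154 nM SSB, 2 nM primase) was preincubated with compound for 15 min at RT. Synthesis on 1.4 nM ssM13Gori ran 35 min, then was stopped with PicoGreen/EDTA and read as dsDNA fluorescence.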
HBB splice mod: hemoglobin beta splicing modulation | AID 925 | Potency, µM (top dose mostly 46.1 µM), without a hit: at the highest dose activation, usual class: activators | 0.06% of 65,000 active | HBB splicing reporter cell assay, activation; EGFP reporter with mutant IVS2-654 intron; response scale: normalised to 500 nM splice-correcting PNA; note: potency is the fitted concentration of half-maximal effect; 0% is about no effect
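Compounds were applied for 2 days to HeLa EGFP-654 cells, 500/well in Optimem with 2% FCS. The reporter's EGFP is disrupted by mis-splicing of beta-globin intron IVS2-654. Readout: summed well GFP fluorescence from 488 nm laser scanning; reference was 500 nM antisense […] 654 PNA.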
Tau filament bind: binders of human tau filaments; P10636; Potency, µM (top dose mostly 57.1 µM), for the others: at the top dose activity change, negative = inhibition; recombinant tau filaments, thioflavin S fluorescence, 15 h; filaments grown with octadecylsulfate alongside compound; 2% of 71,000 active;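 note: potency is the fitted concentration of half-maximal effect; % is set by controls: 0 for no effect and ±100 for the full control effect; actives lower thioflavin S fluorescence by blocking filaments or displacing dye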
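Quantitative HTS: thioflavine S signal from ODS-induced tau filaments, excited at 450 nm, emission 510 nm. Conditions: 1 uM tau, 30 uM ODS, 15 h at 37 C, pH 7.4.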
CRE-bla Fsk: modulators of forskolin-stimulated CRE signaling in CHO cells; CHO CRE-bla reporter (cAMP response element driving beta-lactamase), forskolin EC10, beta-lactamase ratio; Potency, µM (highest dose often 38.2 µM), inactives show at the top dose activity change, negative = inhibition, most hits filed as activators; 2.5% of 71,000 active; AID 662; active = well fitted activation curve with a large enough effect in the signal ratio, with a control signal flat, not every such curve was filed as active; inconclusive = small, poorly fitted or top-dose-only effect, or effect the other way, or a change in a side signal; the % refers to the signal ratio; note: potency is the fitted concentration of half-maximal effect; % of control where 0% means no effect
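Forskolin analogue NKH 477 at EC10 stimulated CRE-driven beta-lactamase in CHO cells alongside compound dilution series. Beta-lactamase was measured with CCF4, excitation 405 nm, emission ratio 460/530 nm.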
Hsp90 Hop PPI: changes Hsp90-Hop TPR2A binding signal, up or down; AlphaScreen TPR2A-His6 binding biotin-Hsp90 C-terminal peptide; Potency, µM (titrated, usually from 57 µM), for inactives: top-dose activity change, negative = inhibition; 0.44% of 71,000 active; active = well fitted curve in either direction with a large enough effect; inconclusive = small, poorly fitted or top-dose-only effect, or another doubt; note: potency is the fitted concentration of half-maximal effect; % is set by controls: 0 for no effect and ±100 for the full control effect; many of its hits are not listed in these tables
Rhodamine fluor: rhodamine region autofluorescence; Rhodamine-region fluorescence, 547/598 nm, Tris buffer; hits give high values; max dye-equivalent concentration, M; 0.05% of 59,000 active; in the data active = max dye-equivalent concentration above about 11 nM; inconclusive = between about 1.1 nM and that limit
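Compounds in 100 mM Tris buffer, pH 8.0, were incubated 15 min at room temperature, then read at 547 nm excitation and 598 nm emission. Fluorescence was normalized against a per-plate six-point rhodamine standard curve as dye-equivalent concentration.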
HADH2 inhib: blocks human hydroxyacyl-CoA dehydrogenase type II | Q99714 | recombinant HADH2, NADH fluorescence, beta-hydroxybutyryl-CoA | Potency, µM (top dose mostly 57.1 µM), for inactives: top-dose activity change, negative = inhibition, usual class: inhibitors | 3.4% of 73,000 active; note: potency is the fitted concentration of half-maximal effect; % is set by controls: 0 for no effect and ±100 for the full control effect; nearly all actives have a fitted effect of over 60% in size; many of its hits are not listed in these tables
Target sequence (Q99714 whole entry, looked up, one chain of several): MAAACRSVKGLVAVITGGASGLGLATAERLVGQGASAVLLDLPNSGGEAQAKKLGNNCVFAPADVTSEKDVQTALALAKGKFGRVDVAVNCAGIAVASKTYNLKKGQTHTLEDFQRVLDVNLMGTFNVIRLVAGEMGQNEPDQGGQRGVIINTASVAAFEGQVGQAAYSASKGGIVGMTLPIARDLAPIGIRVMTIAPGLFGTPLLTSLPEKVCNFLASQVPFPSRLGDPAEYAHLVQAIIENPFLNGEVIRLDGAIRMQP
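Buffer 100 mM Tris-HCl pH 9.0/0.01% Tween-20; HADH2 20 nM; NAD+ 1 mM; beta-hydroxybutyryl-CoA 90 uM (all final). 15 min cpd preincubation, RT.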
ERK AVP block: vasopressin-driven ERK pathway inhibition. HEK293-V1b, vasopressin-stimulated pERK AlphaScreen. Potency, µM (top dose mostly 57.5 µM), inactives show top-dose activity, negative = inhibition, usual class: inhibitors. 0.99% of 72,000 active. AID 995; note: potency is the fitted concentration of half-maximal effect; % is set by controls: 0 for no effect and ±100 for the full control effect; nearly all actives have a fitted effect of over 55% in size
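Overnight-seeded V1b-HEK293 cells in 1% FBS got compound, then vasopressin (25 nM final, 5 min, 37C), then lysis buffer. AlphaScreen detection of phospho-ERK; activity normalized to basal and full-stimulation controls.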
ALOX15 inhib: 15-hLO (ALOX15) enzyme inhibition; AID 887; Potency, µM (series often up to 57.1 µM), without a hit: at the highest dose activity change, negative = inhibition, most hits filed as inhibitors; purified 15hLO-1, xylenol orange hydroperoxide absorbance; 1.4% of 74,000 active; note: potency is the fitted concentration of half-maximal effect; % is set by controls: 0 for no effect and ±100 for the full control effect; nearly all actives have a fitted effect of over 55% in size
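Compounds were preincubated 15 min at room temperature with 40 nM purified human enzyme (25 mM Hepes pH 7.5, 0.01% Triton X-100); 50 uM arachidonic acid reacted 6 min. Fe-xylenol orange detection, 30 min, absorbance ratio 573/405 nm.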
FLuc inh: blocks Photinus pyralis firefly luciferase activity; purified firefly luciferase, luminescence, 8 min; P08659; Potency, µM (titrated, usually from 57.1 µM), for inactives: at the highest dose activity change, negative = inhibition, actives largely listed as inhibitors; 2.2% of 72,000 active; note: potency is the fitted concentration of half-maximal effect; % is set by controls: 0 for no effect and ±100 for the full control effect; nearly all actives have a fitted effect of over 40% in size
Target sequence (P08659 whole entry, looked up): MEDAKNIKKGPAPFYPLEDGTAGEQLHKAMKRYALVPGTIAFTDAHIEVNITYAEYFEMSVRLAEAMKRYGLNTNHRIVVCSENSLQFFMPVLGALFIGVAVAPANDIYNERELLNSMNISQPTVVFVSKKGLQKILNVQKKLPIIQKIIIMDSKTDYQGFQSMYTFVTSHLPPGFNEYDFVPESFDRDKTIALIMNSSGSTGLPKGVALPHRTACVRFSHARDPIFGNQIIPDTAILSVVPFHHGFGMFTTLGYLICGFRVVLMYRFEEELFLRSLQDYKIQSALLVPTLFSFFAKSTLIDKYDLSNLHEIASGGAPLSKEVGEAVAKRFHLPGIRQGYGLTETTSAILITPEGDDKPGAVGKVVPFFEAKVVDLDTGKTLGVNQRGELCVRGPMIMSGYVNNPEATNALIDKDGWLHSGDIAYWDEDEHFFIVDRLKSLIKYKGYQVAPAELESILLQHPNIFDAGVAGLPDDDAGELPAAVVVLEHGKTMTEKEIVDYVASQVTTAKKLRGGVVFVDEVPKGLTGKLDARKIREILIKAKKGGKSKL
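Substrate buffer containing 10 uM ATP (pH 7.2 imidazole, Mg2+, KCl, detergent, BSA) is dispensed, compound pinned in, then luciferase/luciferin detector mix added. After 8 min at ambient temperature, light output is measured.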
* marks the source's active call; other numbers are inactive results; i = inactive; u = inconclusive; x = no result given; & = joins results of further samples; [ ] = dose if it differs, or a comment. Unless noted, calls come from the whole dose curve; as a rule, active = well fitted curve in the direction sought with a large enough effect; inconclusive = small, poorly fitted or top-dose-only effect, or another doubt; inactive = no such curve, though single readings can be large; an effect the other way counts as inactive or inconclusive.

SMILES | Texas Red fluor | DNA Pol III inh | HBB splice mod | Tau filament bind | CRE-bla Fsk | Hsp90 Hop PPI | Rhodamine fluor | HADH2 inhib | ERK AVP block | ALOX15 inhib | FLuc inh
CC1(C)CC(=O)C(C=NCCN2CCN(C(=O)CC3CCCC3)CC2)=C(O)C1 | x | -6% | 1.4% | -8% | 5% | -2% | x | 4% | 2% | -3% | 2%
CCOC(=O)C1=C(C)OC(N)=C(C#N)C1C1CCCCC1 (stereo not given) | x | -10% | 0.2% | -4% | -2% | -5% | x | -4% | -24% | -23% | 1%
N#Cc1ccccc1NC(=O)Nc1cccc(Cl)c1 | x | 1% | 3.6% | 7% | 9% | -4% | x | u | 25% | u | -3%
COc1ccc(C(=O)N2CCC3(CCCN(c4ncccn4)C3)CC2)cc1 | i | -2% | 2.0% | 7% | 2% | 2% | i | 6% | 6% | 4% | 0%[11.4 µM]
CCCn1nc(NS(=O)(=O)c2ccccc2)c2cc3ccccc3nc21 | i | -8% | -2.3% | 12% | u | -6% | i | 7% | -33% | -8% | 2%
COCCn1c(-c2ccco2)nc2nc3ccccc3nc21 | i | -6% | 2.5%[57.5 µM] | -15% | 7.9µM* | -2% | i | 10µM* | -26% | -15% | -14%
COc1cc(-c2nnc(COC(=O)CSc3cc(C)c4ccccc4n3)o2)cc(OC)c1OC | u | -3% | 0.3% | 6% | 29% | -3% | i | 13% | -1% | -12% | 1%
COc1ccccc1OCc1nnc(SCC(=O)N2CCCCC2)n1-c1ccccc1 | i | -3% | -2.5% | 2% | 2% | 0% | i | 0% | 9% | -21% | 0%
O=C(CCn1c(=S)[nH]c2ccccc2c1=O)NCC1CCCO1 (stereo not given) | i | 5% | 0.1%[0.369 µM] | -3% | 1% | 0% | i | -14% | -5% | 6% | 1%
COc1ccc(OCc2nnc3n2N=C(c2ccc(Br)cc2)CS3)cc1 | x | -7% | -0.6% | 275% | u | -4%[2.3 µM] | x | 4% | -19% | -25% | 2%
COCC(=O)N(Cc1ccco1)c1nnc(C2CCOC2)s1 (stereo not given) | i | -3% | x | 7% | -5% | -1% | i | -2% | -22% | 16% | 4%
CCCc1nc(SCC(=O)Nc2cc(C)on2)c2ccccc2n1 | u | -4% | -0.1% | -5% | -7% | -1% | i | 22% | 4% | -2% | u
O=C(O)[C@H]1[C@H](C(=O)O)[C@H](C(=O)O)C[C@@H]1C(=O)O | i | 0%[11.4 µM] | 2.3%[9.22 µM] | 8%[11.4 µM] | 12%[7.6 µM] | -1%[11 µM] | i | 6%[11.4 µM] | -6%[11.5 µM] | 4%[11.4 µM] | 1%[11.4 µM]
Cc1cccc(Nc2ccccc2C(=O)O)c1C | i | 2.5µM* | -1.2%[20.6 µM] | -1%[25.6 µM] | 4%[17.1 µM] | -4%[26 µM] | i | -7%[25.6 µM] | 7% | -6% | 1%&5%[25.5 µM]
O=C(Nc1ccc(Cl)cc1)N1CC=CCC1 | x | -1% | -1.0% | -1% | 4% | -1% | x | -3% | -19% | -1% | -28%
CCCCN(CCO)CCCC | x | 3% | -0.1% | 1% | -12% | 0% | x | -12% | 2% | -10% | x
O=C(c1n[nH]c2c1CCCC2)n1ccnc1 | i | -3% | 3.0% | 16% | u | -4% | i | -4% | 14% | 0% | -2%
O=C(NCc1ccc2c(c1)OCO2)c1ccc(C2SCC(=O)N2Cc2ccco2)cc1 (stereo not given) | i | -2% | 0.7% | 4% | -18% | -9% | i | -6% | -27% | -6% | -1%
COc1ccc(CCNCc2csc3nc4ccccc4n23)cc1OC | i | -6% | 0.3% | 4% | 0% | -6% | i | 0% | -29% | -8% | 1%
O=C(CN1C(=O)COc2ccccc21)N1CCc2ccccc21 | u | -4% | x | 11% | 1% | 1% | i | -8% | -17% | -2% | -1%
CC(=O)Nc1nc(=S)ss1 | i | -4% | -0.3%[57.5 µM] | -4% | 2% | -2% | i | 3.2µM* | -14% | u | -4%
CC1CCN(CC(=O)Nc2ccccc2C#N)CC1 | i | -2% | -1.8% | 10% | 4% | -4% | i | 2% | 2% | 0% | 2%
COC(=O)c1[nH]c2ccccc2c1NS(=O)(=O)c1ccc(OC)cc1OC | i | -6% | 2.3% | 0% | -23% | -6% | i | 1% | 11% | 6% | 2%
O=C(O)C[C@@H](C(=O)O)c1ccccc1[N+](=O)[O-] | i | 0%[11.4 µM] | -0.4%[9.22 µM] | -5%[11.4 µM] | -10%[7.6 µM] | 0%[11 µM] | i | -6%[11.4 µM] | 7%[11.5 µM] | -2%[11.4 µM] | 1%[11.4 µM]
Cc1cc(C)n(-c2nc(NCC3CCCO3)c3c4c(sc3n2)COC(C)(C)C4)n1 (stereo not given) | i | 1% | 0.3%[0.369 µM] | 20% | 13µM* | -9% | i | -10% | u | 80%[activator] | -3%
CC(NS(=O)(=O)c1ccc(OCC(=O)N2CCOCC2)c(Cl)c1)c1ccccc1 (stereo not given) | i | 11% | 1.2% | 5% | -1% | 2% | i | 10% | 12% | 12% | 2%
C[C@@H]1C[C@H](OC(=O)c2ccccc2O)CC(C)(C)C1 | i | -6%[25.6 µM] | 1.4%[20.6 µM] | 2%[25.6 µM] | 2%[17.1 µM] | 2%[26 µM] | i | 3%[25.6 µM] | 17%[25.7 µM] | 8%[25.6 µM] | -1%[25.5 µM]
O=C(NC1CCCCC1)C1CCCN1C(=O)NCc1ccccc1 (stereo not given) | u | -5% | -2.1% | -10% | -2% | 1% | i | 3% | 7% | 2% | 0%
COc1ccc(-c2ccc(-c3noc(-c4ccccc4)n3)c(OC)n2)cc1 | i | -5% | 1.7%[57.5 µM] | 103% | u | 2% | i | u | -23% | -3% | -4%
Cc1ccccc1Cn1c(=N)n(CC(=O)c2ccco2)c2ccccc21 | i | -4% | -1.1% | 8% | u | -4% | i | 5% | -1% | 1% | 3%
CS(=O)(=O)N1CCC(C(=O)Nc2ccccc2Sc2ccccc2)CC1 | i | -6% | -0.1% | 12% | -3% | -1% | i | 0% | -6% | 0% | 3%
O=C(Cn1c(=O)n(CCC(=O)N2CCc3ccccc3C2)c(=O)c2ccccc21)NCC1CCCO1 (stereo not given) | i | -3% | 1.9% | 6% | u | -1% | i | 2% | -2% | 5% | -3%
Cn1c(=O)n(Cc2ccco2)c(=N)c2c3c(sc21)CCC3 | i | -8% | 9.9% | 10% | u | -5% | i | 8% | u | -7% | -2%
CCOC(=O)C(C)Sc1nnc(-c2ccccc2O)n1-c1ccc(C)cc1 (stereo not given) | i | -2% | x | -16% | -1% | 4% | i | 8% | 34%[activator] | u | 1%
CCOC(=O)C1CCN(c2c(N3CCN(c4ccccc4OC)CC3)c(=O)c2=O)CC1 | x | 1% | -0.7% | -9% | -2% | -2% | x | -3% | 1% | -3% | 1%
c1cncc(-c2cccnc2)c1 | i | -1% | -1.8% | -35% | u | -8% | i | -5% | 10% | 4% | 4%
COc1ccc(N(CC(=O)Nc2cccc(C(C)=O)c2)S(C)(=O)=O)cc1OC | x | 3% | -1.5% | -14% | u | -1% | x | -1% | -15% | 6% | 0%
CCOc1cc(N2CCOCC2)c(OCC)cc1NC(=O)CN1C(=O)NC(Cc2ccccc2)C1=O (stereo not given) | u | 1% | 4.6%[57.5 µM] | -7% | 5% | -3% | i | 8% | -7% | 0% | 3%
Cc1cccc(N2CCN(C(c3ccccc3)c3nnnn3CC3CCCO3)CC2)c1C (stereo not given) | i | 5% | x | 0% | 0% | 1% | i | 0% | -6% | -3% | 2%
COc1ccc2cccc(N3CCN(CCNC(=O)c4ccc(F)cc4)CC3)c2c1 | x | -7% | x | 3% | u | 0% | x | 32µM* | u | -16%[25.6 µM] | 0%
O=C(O)COc1ccc(C(=O)Cc2ccc3c(c2)OCCCO3)c(O)c1 | i | -4% | -1.8% | -1% | -6% | -1% | i | 2% | 5% | 16% | 0%
CC1Cc2ccccc2N1C(=O)Cc1cccs1 (stereo not given) | i | -4% | -1.0% | 5% | -2% | -1% | i | 6% | -12% | 2% | 1%

Only part of the results is shown, so the mix of outcomes need not match the whole.
